SIAE inh = blocks human sialic acid acetylesterase. AID 1053197. actives 0.69% (n = 370,000). inhibition, % at 9.66 µM. SIAE FP-Rh probe binding, fluorescence polarization;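 active = inhibition above a cutoff: mean of compounds within the control limits plus 3 SD of those, cut at about 17% in these data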;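 note: 0% = plate median of compound wells and 100% = probe without SIAE protein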
rCAG binder = r(CAG) repeat RNA binding; TO-PRO-1 dye displacement fluorescence; inhibition, % at 3 µM; actives 1.3% (n = 370,000);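 active = inhibition above the plate cutoff, the mean of all test compounds on that plate plus 3 SD, cut at about 35% in these data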;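 note: 0% = DMSO alone and 100% = 100 µM mitoxantrone as full dye displacement; higher means more dye released from RNA so lower well fluorescence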
ABHD4 inh = ABHD4 (mouse) inhibition, primary FP screen. Q8VD66. purified mABHD4, FP-Rh probe fluorescence polarization. inhibition, % at 8.92 µM. actives 0.54% (n = 370,000);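 active = inhibition exceeding the mean over every tested compound plus 3 SD, cut at about 30% in these data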;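 note: 0% = plate median of compound wells and 100% = S159A mutant with DMSO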
Target sequence (Q8VD66 whole entry, looked up): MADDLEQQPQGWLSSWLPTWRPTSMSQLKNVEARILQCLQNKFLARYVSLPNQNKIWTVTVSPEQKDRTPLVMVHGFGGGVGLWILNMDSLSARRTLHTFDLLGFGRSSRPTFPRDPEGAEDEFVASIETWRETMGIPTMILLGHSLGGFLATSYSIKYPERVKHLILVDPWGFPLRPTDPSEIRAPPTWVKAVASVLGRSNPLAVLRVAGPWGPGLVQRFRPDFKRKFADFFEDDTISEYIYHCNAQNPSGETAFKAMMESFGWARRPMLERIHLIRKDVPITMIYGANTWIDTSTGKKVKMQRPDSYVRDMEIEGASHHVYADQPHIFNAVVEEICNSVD
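Material: mouse ABHD4 enzyme, wild type; Benchmarks: S159A mutant high control, sample median low control; Buffer or medium: HEPES pH 7.0, NaCl, Pluronic buffer; Signal: fluorescence polarization; Read-out: percent inhibition of probe binding, normalized to plate controls; Timing: pre-incubation 45 min, probe exposure 60 min, at 25 °C; Dosing: 8.92 µM, single dose.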
NPR1 activator = GC-A (human) enzyme activation; activation, % at 10 µM; HEK293 GC-A cells, cGMP TR-FRET, EC30 ANP; 0% at EC30 ANP, 100% saturating ANP; actives 0.14% (n = 370,000); in the data active = activation above about 40%
UHRF1 binding = blocks human UHRF1 binding to methylated DNA; Q96T88; UHRF1 binding to methylated oligo, TR-FRET; inhibition, % at 4.4 µM; actives 0.75% (n = 370,000); AID 687016; in the data active = inhibition above about 21%;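 note: UHRF1 SRA domain binding a hemimethylated CpG hairpin DNA probe; 0% = median of test compound wells and 100% = reference inhibitor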
HTRA1 inhibitor = blocks human HTRA1 serine peptidase | recombinant HTRA1, FP-rhodamine activity-based probe, fluorescence polarization | actives 0.5% (n = 340,000) | inhibition, % at 5.96 µM; in the data active = inhibition above about 36%;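 note: 0% = enzyme with DMSO and 100% = wells lacking enzyme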
PRMT1 FP inh = PRMT1 (human) inhibition, primary screen; AID 652257; inhibition, % at 2.79 µM; recombinant PRMT1, activity-based probe fluorescence polarization; Q99873; actives 1.3% (n = 370,000);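 active = inhibition above about 21% made by adding two undisclosed values, limit read from the data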
Target sequence (Q99873 whole entry, looked up): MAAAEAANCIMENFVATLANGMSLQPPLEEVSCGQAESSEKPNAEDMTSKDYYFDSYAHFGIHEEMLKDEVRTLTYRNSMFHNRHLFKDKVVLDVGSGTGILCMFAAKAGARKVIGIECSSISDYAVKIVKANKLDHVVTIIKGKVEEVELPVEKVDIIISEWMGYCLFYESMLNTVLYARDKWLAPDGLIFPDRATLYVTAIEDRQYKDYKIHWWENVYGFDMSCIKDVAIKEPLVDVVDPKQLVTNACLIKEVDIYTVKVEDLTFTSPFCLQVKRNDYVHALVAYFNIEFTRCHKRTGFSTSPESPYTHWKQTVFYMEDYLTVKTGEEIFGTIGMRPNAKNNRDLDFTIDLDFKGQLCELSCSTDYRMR
NPR2 activator = GC-B (human) receptor activation; P20594; HEK293-GC-B cells, CNP EC30, cGMP TR-FRET; 0% at EC30 CNP, 100% saturating CNP; activation, % at 10 µM; actives 0.11% (n = 370,000); AID 1920062;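 active = activation at 10 µM reaching about 35% in either raw or pattern-adjusted values, limit read from the data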
TCR CD3 inh = human TCR-CD3 binding inhibition | TAMRA-labeled TCR probe fluorescence, biochemical | inhibition, % at 9.4 µM | actives 0.37% (n = 360,000) | AID 651800; in the data active = inhibition above about 19%;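 note: recombinant mutant TCR 2C K166C tagged with TAMRA read by polarization; 0% = receptor in buffer alone and 100% = receptor with positive control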
MBD2 DNA inh = inhibitors of human MBD2 binding to methylated oligonucleotide; TR-FRET; inhibition, % at 4.4 µM; actives 0.31% (n = 370,000); in the data active = inhibition above about 13%
Target sequence (Q9UBB5 whole entry, looked up): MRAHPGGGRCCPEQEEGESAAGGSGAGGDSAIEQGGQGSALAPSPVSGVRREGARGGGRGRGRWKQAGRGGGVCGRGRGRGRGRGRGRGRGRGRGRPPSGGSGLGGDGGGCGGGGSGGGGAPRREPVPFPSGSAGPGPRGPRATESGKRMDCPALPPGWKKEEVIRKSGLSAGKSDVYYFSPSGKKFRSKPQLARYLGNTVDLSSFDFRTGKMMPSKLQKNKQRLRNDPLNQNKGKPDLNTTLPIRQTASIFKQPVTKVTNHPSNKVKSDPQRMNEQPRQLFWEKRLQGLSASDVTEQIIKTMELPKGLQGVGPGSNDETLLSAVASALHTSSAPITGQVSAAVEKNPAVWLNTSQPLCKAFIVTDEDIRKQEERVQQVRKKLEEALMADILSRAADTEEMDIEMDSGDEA
* = called active by the depositor; . = no result given; & = joins results of further samples. The list is partial; count on the stated rates, not on these rows.

Results follow in this order: SIAE inh, rCAG binder, ABHD4 inh, NPR1 activator, UHRF1 binding, HTRA1 inhibitor, PRMT1 FP inh, NPR2 activator, TCR CD3 inh, MBD2 DNA inh
> Cc1cccc(C(=O)OCC(=O)NN2C(=O)NC3(CCC(C)CC3)C2=O)c1O (stereo unspecified)
  1, -4, 5, 3, 2, 11, 1, 3, 3, -2
> CCOC(=O)C1CCN(C(=O)Nc2ccc3oc(C)nc3c2)CC1
  4, 2, 3, 3, -11, 1, 16, 2, 4, -5
> O=C(COc1ccc(Br)cc1)Nc1ccccc1N1CCCC1
  7, -1, -6, -3, 1, -3, 1, 0, 2, 1
> CC(C)CCC(C)NC(=O)CN1C(=O)NC(C)(c2ccc3ccccc3c2)C1=O (stereo unspecified)
  3, -5, -6, -2, -4, -13, 0, 3, 4, -2
> CCOc1ccc(NC(=O)CCNS(=O)(=O)c2ccc3c(c2)oc(=O)n3C)cc1
  -5, 1, 8, 2, -2, -1, -1, 0, 4, 0
> Cc1ccc2nc(Cl)c(CN(Cc3cccs3)C(=O)C3CC3)cc2c1
  0, -4, 12, -16, 0, -12, -1, -6, -1, -2
> Oc1ccccc1CN1CCCC(N2CCN(c3cccc(C(F)(F)F)c3)CC2)C1 (stereo unspecified)
  -3, 0, -2, 3, 6, -7, -2, 3, -2, 3
> O=C(O)c1ccc(COc2ccc(Cl)cc2)o1
  4, 3, -3, 2, -1, -3, -2, 11, 2, -1
> CCc1ccc([C@@H]2CC(=O)[C@@H]3CN(S(=O)(=O)c4ccccc4)[C@H](c4ccc(OC)cc4)C[C@@H]3N2S(=O)(=O)c2ccc(C)cc2)cc1
  -9, 13, -1, -3, 5, ., -1, 3, 2, 1
> COCCNC(=O)CCn1c(=O)oc2ccccc21
  -3, 4, -11, 0, 3, 11, -1, 5, 3, 0
> CC(=O)Nc1cc2c(cc1NC(=O)Cn1nc(-c3ccccc3F)ccc1=O)OCCO2
  9, 3, 3, 4, 0, 4, -2, 1, -12, -5
> CCOC(=O)c1c(C)[nH]c(C)c1C(=O)CSc1nnc(N)s1
  -2, -1, -2, -8, -1, -1, 1, -3, 9, 1
> O=C(NCc1cccnc1)c1ccc2sc([C@H]3C[C@H](O)[C@@H](CO)O3)nc2c1
  0, 3, -1, 1, -1, ., -1, 5, 11, -3
> COc1cc(OC)c(C(=O)Nc2cc(Cl)ccc2-n2cncn2)cc1OC
  1, 0, 1, -4, 1, 1, -4, -3, 1, -1
> Cc1c(Cl)cccc1NC(=S)NC1CCN(Cc2ccccc2)CC1
  0, -4, -4, -4, -1, -6, 1, -1, 7, 0
> Brc1ccc(OCc2nnc(SCC3CCCCC3)o2)cc1
  -8, -1, -6, 1, -5, -16, -2, 2, -2, -5
> N=C1C(c2ccccc2)=C(O)CN1c1cccc(O)c1
  -1, -2, 4, -1, 1, 9, 2, -1, 3, 0
> O=C(CSCc1ccccc1Br)N/N=C/c1ccc(OCC(=O)N2CCCCC2)cc1
  4, 0, 9, -2, -3, 0, -3, 8, 1, -8
> CN(Cc1ccccc1)C(=O)CCn1c(=O)c2cccn2c2cccnc21
  -1, -3, -3, 1, 2, -2, 8, 4, 9, 7
> O=C(c1ccccc1NS(=O)(=O)c1ccc(F)cc1)N1CCc2ccccc21
  3, 16, 2, -1, 1, 5, 0, 4, -1, 5
> COc1ccc(CN2CCNC(=O)C2CC(=O)NCCCn2nnc3ccccc32)cc1C (stereo unspecified)
  10, 2, 1, 1, 11, 0, -3, 3, 4, -1
> CN1CCN(CCCNC(=O)c2ccc(NC(=O)C3=CSCCO3)cc2)CC1
  0, -4, -4, 9, 1, 2, 3, -2, -4, -2
> COc1ccc(Cl)cc1-c1cc(C(=O)NCc2cccc(Cl)c2)[nH]n1
  -16, 3, -44, 26, 0, ., -2, 23, -2, -1
> O=[N+]([O-])c1ccc(N2CCN(c3ccccc3Cl)CC2)cn1
  12, 1, -3, -20, -3, 4, -5, -4, -3, -8
> CC(CCC(=O)O)C1CCC2C3C(O)CC4CC(O)CCC4(C)C3CC(O)C12C (stereo unspecified)
  -1&-4, 21&22, 9&0, 1&5, -2&-1, 0, -2&-2, -1&4, 2&4, -4&-2
> CSc1ncccc1C(=O)OCC(=O)N1CC2(C)CC1CC(C)(C)C2 (stereo unspecified)
  -3, -3, 7, -3, 4, 0, -1, 1, 3, 0
> CCOC(=O)c1ccc(Nc2cc(C)nc3ncnn23)cc1
  0, -3, 3, -4, 1, 8, 2, -3, 2, 2
> O=C(Nc1cc(S(=O)(=O)N2CCCCC2)ccc1N1CCCCC1)c1ccncc1
  -4, -4, 1, 2, 6, -11, -1, 0, -8, 2
> O=S1(=O)C[C@H](N2CCC(Cc3ccccc3)CC2)[C@@H](COCc2ccccc2)N1
  -6, 1, -2, 4, -2, ., 1, -1, -1, -4
> CCOC(=O)CSC1=Nc2ccccc2C2=NC(CC(=O)NCc3ccc4c(c3)OCO4)C(=O)N12 (stereo unspecified)
  -3, 12, 2, 1, 1, 2, 1, 1, 0, -2

Overlap with the part before: 2 compounds, then new ones.
Results follow in this order: SIAE inh, rCAG binder, ABHD4 inh, NPR1 activator, UHRF1 binding, HTRA1 inhibitor, PRMT1 FP inh, NPR2 activator, TCR CD3 inh, MBD2 DNA inh
> O=S1(=O)C[C@H](N2CCC(Cc3ccccc3)CC2)[C@@H](COCc2ccccc2)N1
  -6, 1, -2, 4, -2, ., 1, -1, -1, -4
> CCOC(=O)CSC1=Nc2ccccc2C2=NC(CC(=O)NCc3ccc4c(c3)OCO4)C(=O)N12 (stereo unspecified)
  -3, 12, 2, 1, 1, 2, 1, 1, 0, -2
> c1ccc(-c2nnc3sc(-c4ccncc4)nn23)cc1
  0, 0, 0, -8, -6, 5, 3, -2, -3, 6
> CCOc1ccc(CCNC(=O)c2cccc(S(=O)(=O)N3CCN(C(C)=O)CC3)c2)cc1OCC
  -4, -6, 7, 2, 2, -1, -2, 1, 2, 1
> COc1ccc(NC(=O)Nc2ccc3nsnc3c2)cc1
  7, 9, 2, 10, -2, -5, -2, 0, 4, -5
> COc1ccc(NC(=S)NNC(=O)c2ccc(S(=O)(=O)N3CCOCC3)cc2)cc1
  8, 25, 3, 1, 0, 2, -1, -2, 2, -1
> CCOC(=O)[C@@]12CCCC3=C1N(CCC3)C(=O)[C@H]2CC(=O)N1CCC(c2ccccc2)CC1
  1, -2, 4, 2, -4, ., -2, 2, ., 0
> CC(C)CN(C(=O)c1cccc(Cl)c1)c1c(N)n(CC(C)C)c(=O)[nH]c1=O
  7, -3, -1, 3, -1, 4, -3, -3, 9, -7
> O=[N+]([O-])c1cccc(-n2nnnc2CNCc2ccccc2)c1
  2, -1, -4, 2, 1, -7, -3, -2, -2, -4
> O=C(NC(c1ccccc1)c1c(O)ccc2ccccc12)c1ccccc1Cl (stereo unspecified)
  -7, 10, -46, -7, 6, -42, -2, -11, 3, -2
> Cc1ccc(C)c(OCCCN2CCc3ccccc3C2)c1
  -1, -8, 3, -10, 0, 8, 1, -13, 3, -1
> Cc1ccc(NC(=O)c2nc[nH]c2C(=O)NCCCCCNC(=O)OC(C)(C)C)cc1
  -10, -4, -5, -3, 2, -8, -3, 1, -11, 8
> O=C(CSc1nnc(NC(=O)C2CC2)s1)NCc1cccs1
  -4, -1, -2, 3, 8, 1, 1, 4, -3, -2
> CN(C(=O)Nc1ccccc1)C1CCS(=O)(=O)C1 (stereo unspecified)
  -5, -1, 2, -1, 2, 0, 1, 4, -3, 0
> CC(C)Cc1nc2n[nH]c(N)c2c2c1COC(C)(C)C2
  -1, 0, 4, 2, -2, 4, -1, 7, 9, -3
> COc1cc([N+](=O)[O-])ccc1NC(=O)COC(=O)c1ccc(NC(N)=O)cc1
  -14, -1, 5, 3, 2, 9, 0, 0, 1, 6
> CC(=O)Nc1ccc(NS(=O)(=O)c2ccc3c(c2)n(C)c(=O)n3C)cc1
  6, -1, -3, 2, -3, 1, -3, 2, 5, -6
> CCN(CC)CCN(Cc1cc2cccc(C)c2[nH]c1=O)C(=S)Nc1ccccc1
  -1, -6, 5, -7, 2, -14, 6, -5, -9, -1
> Cc1ccc(S(=O)(=O)N2CCCCCC2)cc1[N+](=O)[O-]
  5, 5, -10, -4, 0, 2, 4, -2, -9, 3
> N#Cc1cccc(NC(=O)COc2ccc(-n3ccnc3)cc2)c1
  -5, -5, 5, -1, 0, 5, -1, -1, 0, 6
> CCCCN(CCCC)Cc1cc(=O)oc2cc(OC)c(Cl)cc12
  0, 8, 3, -4, -4, ., 0, -4, -7, -1
> COc1ccc2oc(C(=O)C3CC3)c(N)c2c1
  1, -5, 6, 2, 7, 2, 0, 1, -1, 2
> CNC[C@@H]1OCc2ccccc2-c2c(n(C)c3ccccc23)C(=O)N([C@H](C)CO)C[C@@H]1C
  -4, 6, -3, 0, 1, -4, -3, -1, 3, -2
> CCOc1ccc(CNC(=S)N/N=C/c2cccnc2)cc1
  -2, -2, -4, -1, -2, -7, 3, 2, 4, 5
> Clc1ccc(C2=Nn3c(nnc3-c3n[nH]c4c3CCC4)SC2)cc1Cl
  3, 13, 7, 19, -1, -54, 0, 34, -5, 3
> Cc1ccc(S(=O)(=O)c2ccc(-n3nc(C)cc3N)cc2)cc1
  2, 0, -4, -3, 1, ., 0, 1, 1, -7
> Cc1ccc(S(=O)(=O)Nc2c(C)n(C)n(-c3ccccc3)c2=O)cc1C(=O)NCc1ccccn1
  3, 0, 3, -1, 0, -3, 0, 8, 5, -2
> CCOc1ccc(C2C(C(=O)O)CCC(=O)N2C2CCCCC2)cc1 (stereo unspecified)
  2, 0, -3, -1, 0, -5, 0, 3, 1, 0
> O=C(Nc1ccccc1)Nc1nnc(Cc2ccc([N+](=O)[O-])cc2)s1
  -14, 16, 6, 3, 3, -5, 2, 1, -3, 5
> O=C(COC(=O)c1ccc[nH]c1=O)NCCCc1ccccc1
  1, 2, 4, 0, 1, -1, 0, 2, 0, 0
> COC(=O)c1sccc1NC(=O)CSc1ccc(Cl)cc1
  9, -5, -9, -10, -3, -20, 0, -12, 8, 3
> NS(=O)(=O)c1cccc(NC(=O)COC(=O)c2ccccc2SCC(=O)N2CCCC2)c1
  -6, 8, -9, -1, 2, 1, 4, 3, 1, 3
> Cc1ccc2nsnc2c1S(=O)(=O)Nc1cccc2nsnc12
  -9, 5, 5, -1, -6, -1, -4, -4, 0, -6
> CCCCNC(=S)Nc1ccc(C(F)(F)F)cc1
  4, -2, -12, 2, 0, -7, 0, 1, 1, -2
> NC(=O)c1ccc2c(c1)OCCO2
  0, 1, -1, 1, 1, -1, -1, -2, 5, 2
> Cc1ccccc1C(=O)c1c[nH]c(C(=O)NCc2ccco2)c1
  4, -1, -4, -1, 0, -6, -3, 4, 2, -4
> CC(=O)c1c(C)[nH]c(C(=O)NCc2ccccc2F)c1C
  1, 1, 1, -2, 0, -10, -8, -1, 2, -2
> Cn1c(SCC(=O)N2CCOCC2)nnc1-c1cccc(NC(=O)c2ccccc2)c1
  8, 0, 2, -4, -3, -3, -3, -5, 6, 1
> Oc1ccc2n[nH]nc2c1
  7, -3, -3, 0, 3, 4, 0, -6, -1, 3
> CCC(=O)c1ccc(OCC(=O)c2ccc3c(c2)NC(=O)CO3)cc1
  -6, 2, 1, -2, 6, -2, 2, 1, -6, 3
> CCOC(=O)CSc1nnc(CNc2ccc(Cl)cc2)n1Cc1ccccc1
  12, -1, -5, -11, 0, -6, -3, -11, 2, -1
> Cc1cc(C)n(-c2ccc(C(=O)N3CCN(c4ccccn4)CC3)cc2)n1
  -1, 0, -7, 1, -1, 3, -2, 1, -15, -2
> O=C(CSc1nc2ccc(S(=O)(=O)N3CCOCC3)cc2[nH]1)N1CCOCC1
  0, 2, 3, 7, 0, 0, 1, 5, -6, -1
> Cc1ccc2occ(C3NC(C(=O)O)CS3)c(=O)c2c1 (stereo unspecified)
  -3, 3, 3, 4, 0, 4, -2, 8, 4, 4
